Anthrax LF inh2: anthrax lethal factor protease inhibition. P15917. actives 0.12% (n = 360,000). inhibition, % at 10 µM. multiplex microsphere protease cleavage assay, LF; further: plate controls were buffer without enzyme for full effect and enzyme alone for no effect
Target sequence (P15917 whole entry, looked up): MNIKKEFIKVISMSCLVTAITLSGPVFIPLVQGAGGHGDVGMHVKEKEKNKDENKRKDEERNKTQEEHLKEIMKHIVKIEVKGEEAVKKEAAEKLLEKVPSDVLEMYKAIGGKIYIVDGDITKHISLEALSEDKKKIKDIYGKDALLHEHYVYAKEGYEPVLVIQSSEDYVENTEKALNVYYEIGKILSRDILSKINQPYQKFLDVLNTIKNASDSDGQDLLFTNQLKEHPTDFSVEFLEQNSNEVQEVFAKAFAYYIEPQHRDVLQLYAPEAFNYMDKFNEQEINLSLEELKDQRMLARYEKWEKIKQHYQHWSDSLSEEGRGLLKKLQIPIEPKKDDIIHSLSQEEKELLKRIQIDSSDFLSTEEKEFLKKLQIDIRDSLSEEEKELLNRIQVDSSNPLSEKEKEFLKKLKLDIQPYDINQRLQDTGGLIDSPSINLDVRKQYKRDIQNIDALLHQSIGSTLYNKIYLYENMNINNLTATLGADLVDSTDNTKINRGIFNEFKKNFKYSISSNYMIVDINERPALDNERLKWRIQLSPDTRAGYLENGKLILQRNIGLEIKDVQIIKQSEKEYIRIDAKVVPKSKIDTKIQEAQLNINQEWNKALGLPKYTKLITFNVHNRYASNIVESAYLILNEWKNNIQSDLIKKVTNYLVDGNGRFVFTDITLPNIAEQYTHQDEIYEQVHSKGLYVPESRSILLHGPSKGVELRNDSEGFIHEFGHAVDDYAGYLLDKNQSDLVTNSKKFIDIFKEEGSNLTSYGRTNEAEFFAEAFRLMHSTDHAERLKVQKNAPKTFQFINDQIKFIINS
TcdB inh: inhibitors of Clostridioides difficile toxin B glycohydrolase; actives 0.24% (n = 350,000); TcdB glycohydrolase enzymatic assay, plate reader; P18177; inhibition, % at 9.99 µM; in the data active means inhibition above about 10%
Vc quorum ag: inducers of Vibrio cholerae quorum light production without autoinducers | V. cholerae BH1578 lux reporter, luminescence, 6 h | activation, % at 18.7 µM | actives 0.16% (n = 350,000) | AID 588436; in the data active means activation mostly above about 9.7%, no sharp cut-off; inconclusive means no clear call, values can overlap the other calls; inactive means mostly below about 3.7%; further: not every result past the cut was called active; inactives centre near 0; reference of the scale not given here
PrPC surface inh: reduces human prion protein on the cell surface. inhibition, % at 13.8 µM. actives 0.43% (n = 370,000). cell surface PrPC, TR-FRET read-out. P04156; in the data active means inhibition above about 24%; further: 0% = median of the test wells and 100% = reference compound wells
3CLpro inhibitor: SARS-CoV 3CLpro protease inhibition; P0C6X7; recombinant SARS-CoV 3CLpro, quenched FRET peptide cleavage; inhibition, % at 6 µM; actives 0.14% (n = 290,000); AID 1706; in the data active means inhibition above about 12%
PfHsp40 rescue: compounds rescuing yeast from Plasmodium falciparum HSP40 toxicity; S. cerevisiae expressing PfHsp40, growth rescue, ATP luminescence; actives 0.68% (n = 340,000); growth rescue, % at 12.5 µM; in the data active means growth rescue above about 28%, passing the limit was not always enough; inconclusive means no clear call, values can overlap the other calls;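 further: yeast W303a lacking pdr1 and pdr3 grown in galactose medium; growth measured after three days at 30 °C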
Y pestis TopoI: inhibitors of Yersinia pestis topoisomerase I. Y. pestis Topo-I cleavage product accumulation, plate reader. actives 0.064% (n = 360,000). activity, % at 10 µM; in the data active means activity above about 50%, passing the limit was not always enough; inconclusive means no clear call, values can overlap the other calls; further: inactives centre near 2
SSB-PriA inh: inhibitors of Klebsiella pneumoniae PriA binding to SSB C-terminal tail; AID 1272365; actives 0.6% (n = 430,000); inhibition, % at 33 µM; AlphaScreen SSBct-PriA binding, biotinylated peptide; in the data active means inhibition mostly above about 37%, no sharp cut-off; inactive means mostly below about 20%;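 further: plate controls were negative control peptide for no effect and reference peptide for full effect; strong numbers were not always called active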
BoNT-A LC inh2: inhibitors of Botulinum neurotoxin A light chain protease; multiplex microsphere protease substrate cleavage, flow cytometry; inhibition, % at 10 µM; actives 0.17% (n = 360,000); further: plate controls were buffer without enzyme for full effect and enzyme alone for no effect
* = called active by the depositor; i = inactive; ? = inconclusive; . = no result given; & = joins results of further samples. Unless noted, no stated cut-off is given here; in the data, active means inhibition above about 30%; inconclusive means no clear call, values can overlap the other calls; inactive means below that.

SMILES	Anthrax LF inh2	TcdB inh	Vc quorum ag	PrPC surface inh	3CLpro inhibitor	PfHsp40 rescue	Y pestis TopoI	SSB-PriA inh	BoNT-A LC inh2
COc1ccc(C2NC(=O)NC(C)=C2[N+](=O)[O-])cc1 (stereo not drawn)	-7	-4.1	-0.6	5	-4	-0.7	5	-10	1.5
Cc1sc2nc(C3CC3)nc(N3CCN(C(=O)c4ccc(F)cc4)CC3)c2c1C	0	0.9	-0.2	-1	-5	-0.6	28	8	-0.5
CC(C)Oc1ccc(S(=O)(=O)N2CCCCC2)cc1NC(=O)C1=COCCO1	4	2.5	i	4	.	.	14	0	0.5
Cc1ccc(S(=O)(=O)c2c(N)n(NC(=O)C3CC3)c3nc4ccccc4nc23)cc1	-4	.	i	-6	3	17	1	-19&0	-0.5
O=C(Nc1ccccc1[N+](=O)[O-])c1cccc(N2C(=O)CCC2=O)c1	-5	1.1	i	-32	-2	-1.6	6	7	-6.0
CCS(=O)(=O)C1=NSC2=NC(=O)/C(=C\c3ccc(OS(=O)(=O)c4ccccc4)cc3)C(=N)N21	-1	.	i	.	3	-0.9	4	-16	1.6
O=C(c1ccco1)N1CCN(C(=O)c2cc(-c3ccccn3)nc3ccc(Cl)cc23)CC1	0	.	0.1	-12	-4	-0.4	-3	-9	0.7
COc1ccc(N2CCN(CCNC(=O)C3CCN(S(=O)(=O)c4cccs4)CC3)CC2)cc1	-3	-5.6	-0.2	.	1	0.0	1	-4	0.2
O=C(O)CCC(=O)Nc1cccc(C(=O)Nc2cccc(Cl)c2)c1	-4	.	i	2	0	0.6	1	-13	0.7
CCOC(=O)c1ccc(NC2c3ccccc3C(=O)N2c2ccccn2)cc1 (stereo not drawn)	0	0.2	0.0	1	0	-1.7	-4	-4	-0.9
COc1ccc(S(=O)(=O)N(C)C)cc1NC(=O)Cc1ccc(S(=O)(=O)N2CCOCC2)s1	.	2.5	-0.9	-2	.	4.0	-1	-8	.
CC(Oc1ccc(Cl)cc1)C(=O)Nc1sccc1C(N)=O (stereo not drawn)	2	2.8	i	5	-2	9.7	2	10	-0.7
O=C(CSc1nnc2c(n1)[nH]c1ccccc12)NCc1ccccc1F	6	0.2	-0.7	-2	3	-0.3	6	-17	-1.2
CCCC(C)NC(=O)COc1ccc(S(=O)(=O)N2CCCC2)cc1 (stereo not drawn)	1	0.5	-0.4	10	-4	0.7	-4	6	-0.9
CNC(=S)NC1CC2CCC(C1)N2Cc1ccccc1 (stereo not drawn)	-1	.	-0.9	-13	-2	-0.4	2	3	0.2
CCCCCn1c(=O)[nH]c2cc(C(=O)NCCN(CC)CC)ccc2c1=O	0	.	-0.4	-4	-3	-1.9	-12	2	-0.4
COc1ccc(N2CCOCC2)c(NC(=O)COc2cccc(C)c2C)c1	6	2.0	.	3	2	4.0	20	-6	-2.4
O=C1NC[C@H](CCCCN2CCN(CCc3ccccc3)C(=O)C2=O)N(CCc2ccc(O)cc2)C1=O	-9	2.3	.	1	.	.	.	.	0.6
Cc1cccc(NC(=O)CN2CCN(C(=O)CN3C(=O)NC4(CCCCC4C)C3=O)CC2)c1C (stereo not drawn)	2	-1.5	-1.9	-5	.	0.1	3	-22	-0.8
Cc1n[nH]c(C)c1S(=O)(=O)N(CC(=O)NC1CCCC1)c1ccc(C(C)C)cc1	-9	1.1	-0.2	-4	0	-0.1	-2	0	-1.8
O=C(CN1CCCCC1)Nc1cc(S(=O)(=O)N2CCOCC2)ccc1N1CCCC1	5	-0.9	i	-5	.	1.2	-7	-18	-0.6
O=C1c2ccccc2N2C(=O)c3ccccc3C2N1Cc1ccco1 (stereo not drawn)	-7	.	4.3	.	-2	-0.2	-2	5	0.1
O=C1C(Cc2ccccc2)Nc2ncnc(N3CCN(c4ccccc4)CC3)c2N1Cc1ccc(Cl)cc1 (stereo not drawn)	-5	0.3	i	1	.	-1.5	20	-1	-0.5
COc1cc(/C=C(\C#N)c2nc3ccccc3[nH]2)ccc1Oc1ccc([N+](=O)[O-])cn1	-6	0.7	-1.5	-1	-3	-1.0	-5	-5	0.1
Cc1ccc(-n2c(O)c(/C=N/N3CCOCC3)c(=O)[nH]c2=S)cc1	1	-11	-0.4	1	-2	-0.3	5	.	0.1
COc1ccc(NC(=O)CN(C)S(=O)(=O)c2ccc(Br)s2)cc1OC	-19	1.8	-4.0	-3	0	-2.1	11	1	0.3
CCCCSc1nnc2nc(C)cc(C)n12	?	.	-0.4	0	1	-0.4	3	-15	-2.6
COc1ccc(N2CCN(CCNC(=O)Nc3cc(Cl)ccc3Cl)CC2)cc1	2	-1.1	i	3	-4	1.2	-5	7	-0.5
CC(C)NC(=O)C1(C)CCN1C(=O)c1ccc(F)c(Cl)c1 (stereo not drawn)	-5	3.6	i	1	.	.	-6	.	-0.5
COc1ccc2[nH]cc(CCNC(=O)Cn3cc(C)c(=O)[nH]c3=O)c2c1	-7	-2.0	-0.6	2	.	-0.1	-4	-3	-0.1
CCN(CC(=O)Nc1c(F)cccc1F)C(=O)CNC(=O)c1cccs1	-4	4.4	2.3	-2	.	0.4	-10	-7	-3.9
COc1ccc(NC(=O)Cn2c(=O)n(CC3CCCO3)c(=O)c3cc(OC)c(OC)cc32)c(OC)c1 (stereo not drawn)	0	1.2	-0.2	-3	-6	-0.6	-5	-15	-0.7
Cn1nnnc1SCC(=O)N(C1CCCCC1)C1CCS(=O)(=O)C1 (stereo not drawn)	-8	0.4	-0.4	6	0	-0.7	7	-24	-0.7
COCCSc1ccccc1C(=O)Nc1ccc(Cl)cc1	-6	1.8	-0.5	1	-1	0.8	14	-20	-2.1
COC(=O)c1c(NC(=S)NNC(=O)c2ccc(Cl)s2)sc(C(=O)N(C)C)c1C	-5	0.6	i	3	1	1.0	-5	1	0.4
COc1ccc([N+](=O)[O-])cc1NC(=O)CCC(=O)c1cccs1	3	1.3	-0.5	-18	-1	0.1	-3	1	0.4
COc1ccc(C(=O)C2CCCN(Cc3c(O)cccc3OC)C2)cc1OC (stereo not drawn)	-18	2.7	-0.3	2	0	-1.3	3	3	-3.3
CC(OC(=O)CC1CC2CCC1C2)C(=O)Nc1ccc(C(N)=O)cc1 (stereo not drawn)	-6	4.0	-0.5	9	.	0.7	6	-9	0.6
CCc1nc2ccc(C(=O)Nc3ccc(OC)c(OC)c3)cn2c1N(C)Cc1nccs1	-8	-5.3	-0.4	6	.	.	7	.	-0.7
CSCCC(NC(=O)c1ccccc1)C(=O)OCC(=O)c1ccc[nH]1 (stereo not drawn)	-1	0.2	i	2	1	-0.7	10	-2	-1.0
Cc1ccc2c(CC(=O)Nc3ccc(N4CCN(C)CC4)cc3C)coc2c1	-6	.	3.1	2	4	1.3	1	-1	0.8
O=C(NC(=S)Nc1cccc([N+](=O)[O-])c1)c1ccco1	1	.	-0.1	1	-3	2.4	2	-4	-0.5
CC(=O)c1ccc(NC(=O)CNCc2cccs2)cc1	-12	0.6	1.6	3	-7	-0.8	8	-15	1.5
CC(C)CCN(C(=O)C1=COCCO1)c1c(N)n(Cc2ccccc2)c(=O)[nH]c1=O	1	1.2	-0.2	0	.	0.7	5	9	1.9
CCc1ccc(N2CN=c3s/c(=C\c4ccccc4)c(=O)n3C2)cc1	-12	-0.6	-0.9	-4	-2	-0.7	4	0	-1.6
Cc1cccc(N(C(=O)c2snc(C(N)=O)c2N)C(C(=O)NC2CCCC2)c2ccncc2)c1 (stereo not drawn)	-3	-2.1	i	-5	2	0.9	-7	-3	3.0
CC(OC(=O)c1n[nH]c2ccccc12)C(=O)Nc1ccccc1[N+](=O)[O-] (stereo not drawn)	.	5.0	0.6	-6	.	-1.6	6	11	.
CC(OC(=O)c1cccc(NS(C)(=O)=O)c1)C(=O)Nc1ccc2c(c1)OCO2 (stereo not drawn)	1	1.7	-0.3	7	.	1.4	-5	-2	0.3
O=C(c1cccs1)N(c1ccc(Br)cc1)C1C=CS(=O)(=O)C1 (stereo not drawn)	0	1.8	i	-4	3	-2.3	-5	-5	0.6
COc1cc(OC)c(N(C)C(=O)c2cn(C)c(=O)c3cc(OC)c(OC)cc23)cc1Cl	-1	3.0	i	10	-1	1.0	0	-6	-2.9
COc1ccc(NC(=O)c2cc3c(CO)cnc(C)c3oc2=Nc2cc(OC)cc(OC)c2)cc1	8	0.5	-0.6	-2	-3	-1.2	0	-4	-0.7
CCOC(=O)c1nnsc1-c1ccc(-c2snnc2C(=O)OCC)cc1	1	-0.1	i	1	0	0.9	-2	0	0.2
COc1ccc(NC(=O)C2CCCCN2S(=O)(=O)c2ccc(F)cc2)cc1 (stereo not drawn)	-2	1.2	i	8	-4	0.9	4	-7	0.5
Cc1ccc(NS(=O)(=O)c2ccc(-n3cccn3)cc2)c(Br)c1	-2	0.1	i	-2	.	.	15	.	0.0
CC(C)n1cc(/C=C2/SC(=O)N(CC(=O)N3CCCC3)C2=O)c2ccccc21	1	.	i	0	3	-0.2	0	-1	-0.2
O=C(O)C1SCCN1S(=O)(=O)c1ccc2ccccc2c1 (stereo not drawn)	-9	.	2.9	4	1	0.0	-1	-5	0.0
CCOC(=O)C1(c2nc(N)cs2)COC(=O)C1 (stereo not drawn)	-4	.	-1.2	1	1	-0.9	5	-4	0.6
O=C(COC(=O)C(Cc1ccccc1)NC(=O)c1ccco1)NC1CC1 (stereo not drawn)	0	.	i	-2	2	0.2	-7	-23	-0.1
COc1ccccc1N1CCN(C2CCCN(C(=O)c3cc(C4CC4)on3)C2)CC1 (stereo not drawn)	3	2.3	-0.2	2	-5	-1.3	5	-10	1.1
COc1cc(/C=C/C(=O)OCC(=O)Nc2ccccc2Cl)cc(OC)c1OC	-5	0.8	i	2	2	2.5	10	-3	-0.7
(listing goes on)
SMILES	Anthrax LF inh2	TcdB inh	Vc quorum ag	PrPC surface inh	3CLpro inhibitor	PfHsp40 rescue	Y pestis TopoI	SSB-PriA inh	BoNT-A LC inh2
CC1CCCCC1NC(=S)Nc1ccc(SC(F)F)cc1 (stereo not drawn)	-4	.	3.8	7	2	6.0	-6	-10	0.2
Cc1cccc(N2C(S)=C(C#N)C(=O)NC2c2cccs2)c1 (stereo not drawn)	0	.	-0.4	0	5	2.3	0	5	-0.4
Cc1cc(C(=O)OCC(=O)NCCC(C)C)c2ccccc2n1	-7	.	i	-2	3	-0.3	14	1	-3.7
Cn1cc(CN2CC3C[C@@H]4CC2C[C@H](C3)C4)c(-c2ccc3c(c2)OCCO3)n1	-4	0.3	.	-2	1	-0.2	-5	-4	-1.2
Cc1onc(-c2ccccc2Cl)c1C(=O)N1CCOC12CCN(c1cccc(F)n1)CC2	-6	0.3	i	4	-1	-0.4	6	-8	-1.3
CCS(=O)(=O)c1ccc(O)c(NC(=O)COc2ccc(Cl)cc2)c1	0	1.7	-0.3	6	-3	0.4	1	-8	-2.3
CCc1cc2c(=O)c(-c3ccc4c(c3)OCCO4)coc2c(CN2CCCCC2C)c1O (stereo not drawn)	0	1.4	1.2	12	-1	0.9	9	-5	-1.2

Compound activity (PubChem)

This is a subset; count on the stated rates, not on these rows.
